Dynein transport: dynein cargo transport inhibition. 3617.4 mouse cells, GR-EGFP nuclear translocation imaging; test concentration mostly 20 µM; stimulated with dexamethasone, 1 µM; stronger effect = lower value. actives 0.47% (n = 220,000). z-score, hits read low. AID 1381;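 active means plate z-score of nuclear minus cytoplasmic receptor signal below a set negative limit, without overly bright fluorescence or cell loss, cut at about -3.5 in these data, passing the limit was not always enough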;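 further: z-score of nuclear minus cytoplasmic ring GR-EGFP intensity difference per well; some compounds called inactive have numbers as strong as hits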
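Medium: Induction medium lacking tetracycline, stripped serum | Probe or stimulus: 1.0 µM final dexamethasone stimulus | Schedule: 48 h induction, then 1 h compound, then 30 min agonist, 37 °C | Signal: Automated 10x imaging of fixed Hoechst-stained cells | Evaluation: Per-cell GR-EGFP intensity, nucleus versus surrounding cytoplasmic ring, well-averaged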
T cell modulator: modulates CD8 T cell binding to vesicles | calls only at 7 µM | actives 0.068% (n = 330,000) | 2C CD8+ T cell-vesicle binding, flow cytometry; stronger effect = lower value;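 active means response, share of CD8 T cells binding vesicles, and their 90th percentile fluorescence all below set limits, cut at about 80% in these data, passing the limit was not always enough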
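material = purified 2C TCR transgenic mouse naive CD8+ T cells | controls = Unloaded micro-vesicles (low), QL9 vesicles with 0.7% DMSO (high) | detection = cytometric PE anti-B7-1 and Alexa647 anti-CD8 signals after 1% paraformaldehyde fixation | incubation = binding step 1.5 h, 37 °C, antibody labelling 20 min, ice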
WT yeast gro inh: growth inhibition of WT yeast, mitochondrial fusion screen | mitochondrial fusion phenotypic screen, WT strain | inhibition, % at 10 µM | actives 2.1% (n = 190,000); in the data active means inhibition above about 58%; tested in S. cerevisiae
bCat nuc transl: modulators of beta-catenin nuclear translocation; HeLa beta-catenin nuclear translocation, immunofluorescence imaging; AID 1665; actives 0.3% (n = 190,000); nuclear translocation activity, % at 5 µM;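 active means nuclear translocation activity above 50% at 5 µM, with a well cell count of 50 or more; inconclusive means wells under 50 cells across six images, flagged as toxic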;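 further: per-cell ratio of nuclear to cytoplasmic median beta-catenin stain intensity; plate controls were DMSO negative control for no effect and GSK-3 inhibitor IX positive control for full effect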
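Read-out: Nuclear/cytoplasmic beta-catenin signal ratio, % activation | Assay system: Human HeLa cell line | Times: 24 h compound exposure at 37°C, 5% CO2 | Signal: Fluorescence imaging of beta-catenin antibody stain plus DAPI | Dosing: 5 µM primary, 0.02–20 µM confirmation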
P. falciparum M1AAP: malaria alanyl aminopeptidase activity blockers – biochemical, fluorogenic H-Leu-NHMec substrate, 1536-well (AID 1445); inhibition, % at 30 µM; hits with a dose series show IC50 in µM; recombinant M1AAP, H-Leu-NHMec fluorogenic kinetic assay; higher % means a stronger effect; actives 0.42% (n = 220,000);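 active means primary inhibition above the hit cutoff, then over 50% inhibition at one or more dose response concentrations, cut at about 23% in these data, passing the limit was not always enough; inconclusive means conflicting primary data, or primary hits not chosen for dose response; inactive means low primary inhibition, or under 50% at every dose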;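 further: plate controls were DMSO full reaction for no effect and no enzyme background for full effect; strong numbers were not always called active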
Autophagy mod: modulators of autophagy | MEF GFP-LC3 puncta imaging; test concentration mostly 10 µM | calls only at 10 µM (by protocol) | actives 0.98% (n = 190,000);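 active means percentage of spot-positive cells more than 3 SD above its plate mean, without a fluorescence outlier flag or 80% toxicity; inconclusive means no clear call, values can overlap the other calls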;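 further: spot-positive cell cutoff set from DMSO-treated cells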
MT stabilizer: microtubule stabilizers in HeLa cells. AID 2205. % tubulin-high responders, % at 10 µM. HeLa tubulin immunostaining HCS, 24 h; share of cells brighter than vehicle mean+2SD. actives 0.83% (n = 200,000);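 active means plate Z-score above 3 for both tubulin-high and condensed-nucleus cell shares, with cell loss under 80%, at 10 µM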;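 further: anti alpha tubulin signal scored within the nucleus-defined area of each cell; some results filed as inactive read as strong as hits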
Yfh1-off respiration: mitochondrial function rescue without frataxin homolog – Friedreich's ataxia, plus single-dose screen, dose response (AID 1465); S. cerevisiae Yfh1-off respiration, WST-1 reduction, 72 h; higher fold induction means a stronger effect; one-dose fold induction at 50 µM; EC50 in µM for titrated hits; actives 0.074% (n = 220,000);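 active means fold induction of absorbance versus untreated yeast above a set limit, then at least 30% activation at any dose in follow-up; inconclusive means repeats straddling the limit, or above it without dose testing; inactive means fold induction below the set limit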;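 further: activators that raise dye reduction in frataxin-depleted yeast; strong numbers were not always called active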
P. falciparum M17LAP: P. falciparum M17LAP inhibitors, primary screen, biochemical, fluorogenic H-Leu-NHMec substrate, 1536-well (AID 1619) | recombinant M17LAP, H-Leu-NHMec fluorogenic kinetic assay; higher % means a stronger effect | one-dose inhibition, % at 30 µM; IC50 in µM for titrated hits | actives 0.38% (n = 220,000);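 active means compound inhibiting the enzyme by more than half at any dose during confirmatory dose-response retesting; inconclusive means strong single-dose inhibitors picked by rank but not retested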;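 further: plate controls were full reaction with DMSO carrier for no effect and no enzyme background for full effect; strong numbers were not always called active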
WT yeast gro inh mutant strain: recorded beside WT yeast gro inh, whose call it bears; inhibition, %; mitochondrial fusion phenotypic screen, mutant strain inhibition
Dynein transport cytoplasmic EGFP: second read-out of Dynein transport, no call of its own (marks repeat the call); z-score; measured here: cytoplasmic GR-EGFP intensity; stronger effect = higher value
Dynein transport nuclear GR-EGFP: also measured in Dynein transport; calls as there; z-score; measured here: nuclear GR-EGFP intensity;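 lower value marks the stronger effect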
Dynein transport cell count: also measured in Dynein transport; calls as there; z-score; measured here: cell count per field
bCat nuc transl cell count 5 µM: also measured in bCat nuc transl; calls as there; cell count; measured here: cell count, cytotoxicity flag
T cell modulator vesicle-bound %: recorded beside T cell modulator, whose call it bears; double positive events, %; measured here: CD8+ vesicle-bound cell fraction;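 binding gate set so that unloaded-vesicle control wells show 10% double positive cells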
MT stabilizer Hoechst-high %: second read-out of MT stabilizer, no call of its own (marks repeat the call); % Hoechst-high responders; measured here: nuclear condensation Hoechst responders;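 share of cells brighter than vehicle mean plus two SD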
MT stabilizer cytotoxicity %: second read-out of MT stabilizer, no call of its own (marks repeat the call); toxicity, %; measured here: cytotoxicity by cell density;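 0% = mean cell density of plate MIN control wells and 100% = no cells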
Autophagy mod cell loss 18 h: second read-out of Autophagy mod, no call of its own (marks repeat the call); toxicity, %; measured here: cell loss, nuclei count;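 cell loss after 18 h compound exposure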
Active calls of the source: *; i = inactive; ? = inconclusive; nt = not tested or not shown.

compound	Dynein transport	Dynein transport cytoplasmic EGFP	Dynein transport nuclear GR-EGFP	Dynein transport cell count	T cell modulator	T cell modulator vesicle-bound %	WT yeast gro inh	WT yeast gro inh mutant strain	bCat nuc transl	bCat nuc transl cell count 5 µM	P. falciparum M1AAP	Autophagy mod	Autophagy mod cell loss 18 h	MT stabilizer	MT stabilizer Hoechst-high %	MT stabilizer cytotoxicity %	Yfh1-off respiration	P. falciparum M17LAP
COCCN(C(=O)c1ccccc1F)c1c(N)n(Cc2ccccc2)c(=O)[nH]c1=O	-0.96	0.28	-0.77	1	i	48	4	0	-0.4	1120	-12%	i	-8	4.2	3.9	8.4	i	-8%
c1ccc(-n2nnnc2-n2cnc3ccccc32)cc1	0.15	-0.22	0.77	-1.7	i	32	12	1	1.3	965	14%	i	-6	2.1	1.5	7.3	i	-4%
COc1ccc(C2CC(c3ccccc3)n3nc(NC(=O)c4cccs4)nc3N2)cc1 (stereo unspecified)	-0.9	-0.32	-0.3	-0.25	i	34	9	-2	0.0	1159	-4%	i	3	4.0	2.4	11	nt	-1%
CCCNC(=O)COc1nc2ccccc2nc1N1CCOCC1	1.8	-0.078	0.83	-1.9	i	46	-5	-17	nt	nt	3%	i	1	2.8	1.3	5.5	i	6%
Cn1c(=O)c2c(nc(N3CCCCCC3)n2CC(=O)c2ccc(Br)cc2)n(C)c1=O	-0.14	0.088	0.8	-0.27	i	32	15	12	nt	nt	2%	i	15	2.0	1.9	4.8	i	6%
COc1ccc(NC(=O)c2sc(NC(=O)COc3ccccc3)nc2C)cc1	-0.27	-0.21	-0.66	0.66	i	58	14	6	nt	nt	-1%	i	5	1.8	1.0	8.7	i	0%
CC(C)(C)c1cc(C(=O)NCc2ccccc2)ccn1	-0.012	-0.44	-0.051	-0.43	i	39	1	6	0.2	1068	-9%	i	3	2.6	2.1	6.1	i	-5%
O=C(Nc1nnc(C(F)(F)F)s1)c1ccc(N2C(=O)C3C4C=CC(C4)C3C2=O)cc1 (stereo unspecified)	-0.47	-0.13	-0.23	0.26	i	42	-9	-10	nt	nt	11%	i	-10	0.6	2.2	24	i	19%
COc1ccccc1NC(=O)C1=C(C)NC(SCC(=O)Nc2ccc(C(=O)O)cc2)=C(C#N)C1c1cccs1 (stereo unspecified)	0.55	-0.16	0.98	-0.94	i	58	nt	nt	0.2	1338	7%	nt	nt	nt	nt	nt	i	14%
O=C(c1cc(S(=O)(=O)N2CCC3(CC2)OCCO3)ccc1F)N1CCCCC1	0.29	-0.24	-0.19	0.88	i	29	2	8	nt	nt	2%	i	24	1.8	0.6	6.7	i	-11%
CCSc1nc2ccccc2n1CCC(=O)O	-0.011	-0.24	0.49	-0.36	i	32	2	-13	0.4	1064	5%	i	1	3.5	1.1	2.1	i	-4%
Cc1c(Cl)cccc1NC(=O)CCC(=O)NNC(=O)c1ccccc1Cl	-0.58	-0.22	0.17	0.76	i	11	4	-2	-1.6	1347	9%	i	7	2.8	2.0	8.0	i	-6%
COc1ccc(NC(=O)C(C/C=C(/C)Cl)C(C)=O)cc1 (stereo unspecified)	0.19	-0.22	0.088	-0.061	i	40	7	3	1.6	1146	-8%	i	6	4.2	1.7	4.0	i	9%
NC(=O)CC(NC(=O)Cc1cccc2ccccc12)c1ccc(NCC2CC2)c([N+](=O)[O-])c1 (stereo unspecified)	0.35	-0.76	0.31	-0.5	i	23	nt	nt	2.0	1349	-1%	nt	nt	nt	nt	nt	i	-8%
CCc1cccc(C)c1NC(=O)CN(C)Cc1ccccc1F	0.19	-0.29	-0.22	0.16	i	34	-12	-20	0.3	1041	15%	i	-6	1.9	4.6	8.8	i	-2%
COC(=O)C(C(=O)OC)C(c1ccccc1)C(C(=O)c1ccccc1)[N+](=O)[O-] (stereo unspecified)	-1.5	-0.21	-0.76	1	i	12	nt	nt	-0.1	1316	8%	nt	nt	nt	nt	nt	i	8%
CCOC(=O)CSCC(=O)Nc1ccc(S(=O)(=O)N2CCCCC2)cc1	-0.43	-0.19	0.099	-0.41	i	42	-3	6	nt	nt	0%	i	7	1.3	1.1	7.5	i	4%
O=C(Nc1ccc(Oc2ccccc2)cc1)c1ccc(Cn2c(=O)[nH]c3ccsc3c2=O)cc1	-0.82	1.1	0.31	0.59	i	36	-3	21	0.5	507	5%	i	-48	7.7	1.4	0.1	nt	10%
COCCOC(=O)C1=C(C)N=C2SCCC(=O)N2C1c1ccc(C(=O)OC)cc1 (stereo unspecified)	-1	-0.09	-0.33	0.54	i	28	-3	-11	-3.0	1170	1%	i	4	3.8	2.6	1.1	i	11%
CC(/C=N/NC(=O)c1cccs1)=C\c1ccccc1	-0.13	-0.15	-0.026	-0.19	i	41	16	-9	-0.8	1083	0%	i	3	4.2	2.2	3.2	i	8%
O=C(CN(Cc1ccccc1)C(=O)CSc1nnc(COc2ccccc2)o1)NC1CCCC1	-0.17	-0.25	-0.012	0.11	i	56	-4	0	-4.9	597	-4%	i	0	3.3	2.8	4.1	?	1%
CCOC(=O)CC1C(=O)NCCN1S(=O)(=O)c1ccc(OC)cc1 (stereo unspecified)	2.3	-0.14	1.9	-2	i	29	-2	3	1.0	1523	-8%	i	-30	2.9	1.0	1.6	i	-12%
O=C(CSc1nc(C2CC2)nc2ccccc12)Nc1ccccc1N1CCOCC1	-0.91	0.33	-0.3	0.28	i	30	3	-8	-0.9	1469	1%	i	17	1.8	1.6	4.4	i	5%
O=C(CN1CCN(c2ccccc2F)CC1)c1c[nH]c2ccc(F)cc12	0.38	-0.21	0.59	-1	i	14	-2	2	-0.1	1183	0%	i	-4	1.6	1.1	3.6	i	1%
COc1ccc(C(=O)NCc2nnc(SC)n2C2CCCCC2)cc1	-0.35	-0.22	0.07	0.5	i	30	4	3	-4.2	1195	7%	i	-9	4.4	1.4	9.8	i	0%
O=C1c2ccccc2C(=O)N1c1ncccn1	1.8	-0.13	1.8	-0.94	i	31	-5	11	-1.6	1101	-2%	i	-3	3.9	2.5	9.5	i	3%
O=C(CN(Cc1ccccc1)C(=O)CCC(=O)Nc1nccs1)NCc1ccco1	-0.18	-0.16	0.14	-0.048	i	43	1	16	-3.0	905	4%	i	-10	3.8	2.7	4.1	i	13%
O=C(NCc1ccccc1)C1=C[C@H](C2CC2)C[C@H](OCCCCO)O1	-0.58	-0.28	0.0016	-0.095	i	22	-4	-2	-4.2	1318	2%	i	-3	3.4	1.9	3.2	i	-7%
O=C(Cn1[nH]c(=O)c2ccccc2c1=O)Nc1cccnc1	0.04	-0.19	0.87	-0.31	i	62	-5	6	0.9	1064	-1%	i	10	1.1	1.4	8.4	i	-3%
CNC(=O)c1nn(-c2ccc(Cl)cc2)ccc1=O	-1	-0.22	-0.73	0.57	i	22	98*	98*	3.6	1086	11%	i	-5	1.3	0.8	7.0	i	14%
C/C(N)=C(/C#N)C(=O)COC(=O)CNC(=O)c1ccc(Cl)cc1Cl	-0.64	-0.29	0.047	0.52	i	43	-9	5	-2.7	1095	0%	i	4	3.2	2.8	7.2	i	-4%
COc1cc(NC(=O)c2ccc(N)nc2)cc(C(=O)Nc2cccc(C(F)(F)F)c2)c1	-0.074	-0.73	0.0044	0.16	i	15	nt	nt	-2.0	1382	3%	nt	nt	nt	nt	nt	i	-17%
Fc1ccccc1CSc1nnc(-c2ccccc2)o1	-0.59	-0.25	-0.25	1.5	i	7	10	10	0.2	861	-3%	i	-4	1.0	2.1	6.1	i	7%
Cc1ccc(C)c(N2CCN(C(c3ccncc3)c3nnnn3Cc3ccccc3)CC2)c1 (stereo unspecified)	0.33	-0.16	0.18	-0.46	i	40	-22	-13	-6.5	1053	14%	i	8	1.2	1.5	8.1	i	-8%
COc1cccc(/C=C/C(=O)OCC(=O)c2c[nH]c3ccccc23)c1OC	1.3	0.3	2.3	-1.6	i	30	0	-26	-0.9	911	3%	i	11	2.3	2.4	6.1	i	-9%
